hiPSC survival = hiPSC single-cell survival enhancement | 360,000 tested, 0.044% active | survival enhancement, % at 20 µM | ATPlite luminescence; 100% = ROCK inhibitor wells, 0% = DMSO; in the data active = survival enhancement above about 18%;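 note: cells exposed to compounds for 16 hours before the ATP read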
Peg3 promoter = inhibitors of Peg3 promoter | HeLa PEG-Prom luciferase reporter, luminescence, overnight | 360,000 tested, 1.7% active | inhibition, % at 20 µM;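 active = inhibition of at least 50% at 20 µM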
KKLEB tox = CF airway cell cytotoxicity counter-screen; KKLEB CF airway cells viability, ATPlite luminescence, overnight; stronger effect = lower value; cells stimulated with P. aeruginosa culture filtrate; activity change (cytotoxicity), % at 5 µM; 360,000 tested, 0.36% active; AID 602141;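 active = corrected activity change at or below -50% at 5 µM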
NR2E3 ag-1 = agonists of human NR2E3 nuclear receptor | Q9Y5X4 | CHO-S Gal4-NCOR/VP16-NR2E3 two-hybrid, luciferase | inhibition of corepressor binding, % at 3.98 µM | 360,000 tested, 0.35% active | AID 602229;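 active = inhibition above the mean of all tested compounds plus 3 SD, cut at about 70% in these data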;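 note: 0% = DMSO with NR2E3 transfected cells and 100% = cells lacking NR2E3 construct; higher means lower luciferase signal from less NR2E3 corepressor binding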
Target sequence (Q9Y5X4 whole entry, looked up, the tested form may be a part): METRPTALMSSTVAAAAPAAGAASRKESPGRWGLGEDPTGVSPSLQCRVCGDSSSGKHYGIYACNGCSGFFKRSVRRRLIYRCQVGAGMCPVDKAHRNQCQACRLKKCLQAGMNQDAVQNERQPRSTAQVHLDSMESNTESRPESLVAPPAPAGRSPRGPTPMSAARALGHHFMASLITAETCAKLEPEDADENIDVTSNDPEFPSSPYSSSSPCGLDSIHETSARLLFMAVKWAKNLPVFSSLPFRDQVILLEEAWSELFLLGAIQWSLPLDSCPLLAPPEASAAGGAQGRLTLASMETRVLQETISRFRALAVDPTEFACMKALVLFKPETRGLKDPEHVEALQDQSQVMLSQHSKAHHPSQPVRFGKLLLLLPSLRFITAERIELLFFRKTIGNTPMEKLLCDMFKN
HIF-2a inh = HIF-2a inhibition. 786-0 RCC cells HIF-2a reporter, luciferase luminescence, overnight. inhibition, % at 18.8 µM. 360,000 tested, 0.72% active. AID 624352;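 active = inhibition of the luminescence signal of 40% or more relative to plate controls, in a single-dose primary screen at 18.75 µM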
NR2E3 ag-2 = NR2E3 (human) agonism | Q9Y5X4 | GST-NR2E3/biotin-RetCOR TR-FRET, 1536-well | inhibition of corepressor binding, % at 4.78 µM | 320,000 tested, 0.12% active | AID 2300;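 active = percent inhibition above the cutoff of mean plus 3 SD of all tested compounds, set per screening campaign, cut at about 20% in these data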;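 note: 0% = DMSO wells and 100% = biotin wells as full block of FRET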
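System: GST-NR2E3 and biotin-RetCOR proteins; probe or stimulus: 7 nM biotin-RetCOR; doses: compound at 4.8 µM, single dose; schedule: Compound–protein incubation for 5 h at 4 °C; detection: time-resolved FRET; read-out: percent inhibition; controls: biotin wells as high control, 0.6% DMSO wells as low control; format: 1536-well plates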
TWEAK Fn14 block = inhibitors of TWEAK-Fn14 interaction signaling. AID 1159606. inhibition, % at 10 µM. 360,000 tested, 2% active. TWEAK-stimulated Fn14 reporter cells, luciferase luminescence, 8 h; in the data active = inhibition above about 50%
CF NFkB block = blocks PAF-induced NF-kB reporter in cystic fibrosis cells. inhibition, % at 5 µM. 360,000 tested, 0.86% active. KKLEB NF-kB-GFP reporter, GFP fluorescence overnight;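 active = at least 50% inhibition at 5 µM, scaled per plate between neutral and stimulator controls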;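 note: PAF is a Pseudomonas aeruginosa culture filtrate used as stimulus; plate controls were PAF-stimulated DMSO wells for no effect and unstimulated DMSO wells for full effect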
MITF TRPM1 inh = MITF TRPM1 promoter inhibition in SK-MEL-5 cells. SK-MEL-5 TRPM1 promoter luciferase, 24 h. inhibition, % at 12.5 µM. 330,000 tested, 0.83% active;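 active = mean inhibition across replicates of 60% or more, whatever share of single replicates reaches that level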; note: values of inactives mirror those of a sister screen read the other way
Shn3 inh set2 = Schnurri-3 reporter inhibition in Clone20 osteoblasts; 360,000 tested, 0.52% active; Clone20 osteoblast Shn3 3'UTR firefly luciferase, 24 h; inhibition, % at 12.5 µM; AID 588674;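 active = mean inhibition of at least 75% with every replicate also reaching 75%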;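 note: 0% = median of neutral control wells and 100% = pilot-screen positive control compound; some compounds past the cut are filed as inactive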
aDG glyco act = alpha-DG glycosylation activation | Pro5-aDG cells, alpha-DG glycosylation AlphaScreen (IIH6); 0% Pro5, 100% B10-LARGE cell signal | activation, % at 10 µM | 360,000 tested, 0.22% active | AID 624168;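 active = activation of at least 8% versus controls, or a plate z-score of at least 8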;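 note: Pro5 are CHO cells carrying HIG-tagged alpha-DG that lacks glycosylation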
Active calls of the source: *; / = not tested or not shown.

SMILES	hiPSC survival	Peg3 promoter	KKLEB tox	NR2E3 ag-1	HIF-2a inh	NR2E3 ag-2	TWEAK Fn14 block	CF NFkB block	MITF TRPM1 inh	Shn3 inh set2	aDG glyco act
Cc1cc(NC(=O)CSc2nc3c(c(=O)n2-c2ccc(Cl)cc2)SCC3)no1	-1.1	-4.6	-1.6	-5.8	27.5	1.8	-30.3	6.7	8.6	-8.1	0.0
COCc1ccc(CN2CCCC(C(=O)Nc3ccccc3-c3ccc(OC)cc3)C2)o1 (stereo not drawn)	-0.6	12.7	-1.4	1.5	10.8	0.7	15.5	-41.0	14.9	12.1	-0.1
CC(C)Cn1c(=O)c2ccccc2n2c(CCC(=O)NC3CCN(Cc4ccccc4)CC3)nnc12	-0.4	14.0	6.2	-9.3	0.4	1.8	1.3	-16.0	-3.4	2.2	0.4
Cc1nnc(NC(=O)c2oc3ccccc3c2C)s1	-0.1	-214.9	9.8	-125.3	-171.3	6.0	-3.4	-36.5	-22.1	-99.9	-0.1
COC(=O)c1[nH]c2ccc(C)cc2c1NC(=O)C(C)N1CCN(C2CCCCC2)CC1 (stereo not drawn)	0.4	-28.3	-1.4	10.6	4.4	0.6	12.4	16.4	0.4	-7.4	0.5
COc1ccccc1N1CCN(C(=O)C2CCCN(S(=O)(=O)c3ccc4c(c3)oc(=O)n4C)C2)CC1 (stereo not drawn)	0.5	14.6	-1.4	85.0*	16.9	0.6	25.9	-10.1	10.4	74.8	2.2
COc1ccc2nc(NC(=O)c3cccc(N4C(=O)CCC4=O)c3)sc2c1	-3.2	-54.2	-4.0	-51.0	-47.6	1.3	7.5	-11.1	-7.0	-9.9	0.1
COc1ccc(-c2csc(NC(=O)CSc3ccc(Br)cc3)n2)c(OC)c1	0.9	4.2	3.3	-9.3	-27.2	0.4	21.7	-13.7	3.4	0.2	0.2
CC(=O)c1cnc(-c2ccccc2)s1	0.8	-78.4	4.5	0.0	-54.9	/	10.9	5.1	-12.6	-24.6	-0.3
COc1cc(OC)cc(C(=O)Nc2cccc(NC(=O)c3cc(OC)cc(OC)c3)n2)c1	-0.5	17.5	-10.2	-2.6	-15.7	2.0	26.2	-27.4	-11.9	7.8	-0.2
COc1ccc(NC(=O)C[C@H]2C(=O)N(c3ccc(OC)cc3)C[C@@H]2c2ccc(Br)cc2)cc1	-2.7	-23.3	-6.9	-5.0	-79.3	/	-7.5	-13.9	/	-8.1	0.2
CS(=O)(=O)/C(C#N)=C/c1c(-c2ccccc2)nc2n1CCS2	-0.5	-6.8	-1.8	-6.3	-4.2	-3.9	-7.2	-6.5	1.4	4.3	0.1
Cc1ccc(C(C)C)c(OCC(=O)Nc2ccc3c(c2)nc(CN2CCCC2)n3C)c1	1.6	1.4	10.1	-28.9	-16.6	-2.0	-4.6	-1.7	5.0	21.6	0.0
Fc1cccc(Cc2c(-c3cccc(Br)c3)nc3c(Cl)cc(C(F)(F)F)cn23)c1	-0.9	-28.1	1.6	7.8	-20.9	/	8.5	-10.2	/	-9.4	-0.3
CCc1ccc(CN2CCCC(CNC(=O)c3cccc(OC)c3OC)C2)cc1 (stereo not drawn)	3.9	7.1	-5.6	-11.6	2.9	7.2	-1.1	-15.5	-5.2	4.2	0.0

An excerpt from above in order of the Shn3 inh set2 value, lowest first:
SMILES	Shn3 inh set2
Fc1cccc(Cc2c(-c3cccc(Br)c3)nc3c(Cl)cc(C(F)(F)F)cn23)c1	-9.4
Cc1cc(NC(=O)CSc2nc3c(c(=O)n2-c2ccc(Cl)cc2)SCC3)no1	-8.1
CC(C)Cn1c(=O)c2ccccc2n2c(CCC(=O)NC3CCN(Cc4ccccc4)CC3)nnc12	2.2

Carrying on.
SMILES	hiPSC survival	Peg3 promoter	KKLEB tox	NR2E3 ag-1	HIF-2a inh	NR2E3 ag-2	TWEAK Fn14 block	CF NFkB block	MITF TRPM1 inh	Shn3 inh set2	aDG glyco act
O=C(Nc1cccc(C(F)(F)F)c1)c1cncs1	-0.4	6.1	6.8	7.4	15.1	-2.6	5.3	-17.9	16.0	16.8	0.1
CNc1ccc(Cl)cc1C(N)=O	0.2	5.1	1.8	-7.0	11.5	0.2	14.5	2.5	0.0	-14.3	-0.2
O=C(c1ccco1)N1CCN(c2ncnc3c(-c4ccccc4)nsc23)CC1	-2.4	-261.3	-1.9	-86.1	-224.8	-5.9	10.8	-6.3	-40.6	-15.2	0.0
Cc1cc(NCCN2CCOCC2)c2ccc3ccccc3c2n1	-0.3	-88.7	2.2	-4.2	-73.9	1.6	-42.3	-117.3	-18.7	-31.7	1.2
COc1ccc(OC2C(=O)N(Cc3ccc(F)cc3)C2c2cc(OC)c(OC)c(OC)c2)cc1 (stereo not drawn)	-1.4	-0.2	1.0	-2.6	22.3	-1.9	-0.3	-1.9	-7.0	14.0	0.6
Cc1ccc(C(=O)O)cc1S(=O)(=O)Nc1ccccc1C(=O)NC1CC1	0.2	0.2	1.0	-4.6	5.7	/	13.3	-13.0	-1.6	-12.1	-0.3
COc1cc(C(=O)OCC(=O)N2CCCC2)cc2c1OCCO2	1.2	8.4	9.5	-10.0	2.5	6.3	12.2	0.3	/	4.4	-0.1
O=C(CN1C(=O)c2ccccc2C1=O)N1CCN(c2nnc(-c3ccccc3)c3ccccc23)CC1	-2.0	3.6	-3.4	-6.9	13.6	-1.0	13.3	-6.8	3.9	24.9	-0.3
COc1ccccc1C1=CN(Cc2ccccc2)CCC1=O	-1.8	-10.5	1.2	-14.5	7.1	/	0.3	-0.2	8.6	21.0	-0.1
CCOC(=O)C(C(=O)Nc1nc2ccccc2s1)C1CCCCC1 (stereo not drawn)	-1.0	5.7	2.2	-14.6	0.2	2.4	-11.7	1.6	16.7	-17.4	0.2
COc1ccc([C@H]2CC(=O)C=C(c3ccnc4ccc(Cl)cc34)C2)cc1	-1.2	23.3	3.3	88.7*	24.6	2.4	51.9*	19.1	6.2	81.2	5.0
O=C(NCc1cccc(C(F)(F)F)c1)c1ccc2c(c1)OCCO2	0.3	-18.7	1.3	3.0	-42.5	1.1	8.8	-5.4	-16.9	-0.9	0.2
CNc1ccc(-c2cccc(CO)c2)cn1	0.1	-127.5	4.4	-80.1	-115.7	/	-14.3	-13.0	/	-28.9	0.1
CS(=O)(=O)N1CCN(c2ccnc3cc(Cl)ccc23)CC1	-2.4	8.6	-1.7	12.7	7.7	7.8	67.0*	-0.6	6.4	2.6	-0.3
CCc1cccc(CC)c1NC(=O)COC(=O)CC1c2ccccc2CCN1S(=O)(=O)c1ccccc1 (stereo not drawn)	-0.6	11.8	-10.4	-8.7	16.6	-2.0	8.3	15.3	-3.8	2.9	0.0
Cc1cc2ncc(C(N)=O)cn2n1	1.8	-1.8	-1.7	2.0	10.7	-2.6	12.9	19.9	-8.0	22.7	-0.4
COc1ccc(C(C)(C)C)cc1NC(=O)C1CC(=O)N(C2CCCC2)C1 (stereo not drawn)	-0.3	-23.2	-5.3	10.9	-26.9	/	23.4	9.1	-2.7	1.7	-0.1
COC(=O)C1=CNC=C(C(=O)OC)C1c1ccc(Cl)cc1	3.6	19.0	18.8	-17.3	1.3	0.1	4.1	-14.9	5.5	-7.3	0.1
CCC(C)Cn1c(S(=O)(=O)O)nc2ccccc21 (stereo not drawn)	-1.3	7.2	-3.6	8.7	7.5	1.2	17.6	-3.0	5.4	0.3	-0.2
CCOC(=O)c1ccc(N2C(=O)c3n[nH]c(C)c3C2c2ccc(OC)cc2OC)cc1 (stereo not drawn)	-0.7	8.9	29.1	-2.8	20.1	-3.1	27.0	-5.8	4.1	0.3	0.6
COc1ccc(-c2nc3c4ccccc4ccn3c2CC2CCCCC2)cc1OC	-2.2	-93.9	2.3	-33.3	-144.8	/	-25.6	-45.9	/	-34.3	0.9
CC(OC(=O)CN(C)S(=O)(=O)c1ccc(Cl)cc1)C(=O)Nc1ncc(Cl)cc1Cl (stereo not drawn)	-1.5	11.5	15.2	-7.3	12.7	3.4	-3.3	-5.4	10.9	-1.6	0.0
CCC(=O)Nc1nc(=S)ss1	0.7	-6.9	5.7	-12.6	-2.6	2.1	-0.2	10.1	-6.7	-28.8	0.4
O=C(NCCCN1CCN(Cc2ccccc2)CC1)c1nnc(Cc2c(F)cccc2Cl)o1	-2.2	7.7	4.7	-2.9	10.2	0.0	5.7	2.2	-5.6	23.9	0.2
COc1ccc(-c2ncc(CN3CCC(CO)(Cc4cccc(OC)c4)CC3)cn2)cc1	-0.7	-13.1	-3.6	-50.1	-12.0	-1.6	-2.8	5.3	-0.8	1.6	0.2
CCOC(=O)c1c(S(=O)(=O)NCC(=O)Nc2cc(C)ccc2OC)c(C)n(C)c1C	2.3	7.8	8.1	-18.4	16.3	1.4	-1.5	2.1	1.6	8.6	-0.2
C[C@@H]([C@H](O)c1ccccc1)N(C)C(=S)Nc1ccccc1	0.2	-20.3	-2.7	-2.3	14.3	/	8.3	5.9	-15.7	11.5	0.1
COc1cccc(OC)c1OCC(O)CN1CCN(c2ccc(F)cc2)CC1 (stereo not drawn)	2.2	13.0	3.9	-21.4	1.1	0.6	1.7	-15.4	-7.3	10.8	-0.1
CCCS(=O)(=O)NC(=O)C1(C)CCN(C(=O)c2ccc3ccccc3c2)C1 (stereo not drawn)	-0.8	-5.2	-0.5	-4.4	22.6	/	9.6	1.9	/	-3.8	-0.3
CCN(CC)C(=S)SCC(=O)c1ccc(F)cc1	1.1	-296.5	-1.9	-120.5	-264.2	-2.8	-21.3	-9.2	-67.2	-147.8	0.8
O=C(CN(Cc1cccs1)C(=O)CSc1nnc(COc2ccccc2)o1)NC1CCCCC1	4.7	19.8	2.4	-4.5	19.0	10.0	11.7	-8.7	7.1	14.1	0.0
O=C(COc1ccccc1F)NNC(=O)c1ccc(N2CCCCC2)c([N+](=O)[O-])c1	0.3	5.3	-2.1	5.3	-4.3	1.5	16.7	6.0	14.9	8.0	-0.3
O=C(c1ccc2c(c1)OCO2)N1CCN(c2ccccn2)CC1	0.0	4.9	2.6	-20.2	11.8	-1.6	4.1	24.8	-3.5	2.8	0.1
C=CCn1c(SCC(=O)NC2CCCc3ccccc32)nnc1-c1ccncc1 (stereo not drawn)	1.2	2.8	-13.7	-18.7	11.2	3.5	8.4	0.2	-3.8	21.0	0.0
COCCN(C(=O)c1ccc(N(C)S(=O)(=O)c2ccc(C)cc2)cc1)c1c(N)n(CC(C)C)c(=O)[nH]c1=O	1.9	11.3	5.2	17.4	8.8	/	3.2	9.7	6.6	-12.3	-0.1
CSc1ncc(CN2CCCC(C(=O)c3ccc(C(C)(C)C)cc3)C2)cn1 (stereo not drawn)	0.4	-127.1	1.3	-5.0	-152.0	5.3	-8.8	0.0	-25.8	-23.2	0.0
Cc1ccc(NC(=O)CCC(=O)OCC(=O)c2ccc(Oc3ccc([N+](=O)[O-])cc3)cc2)c(C)c1	-0.4	1.0	4.6	-24.4	-8.9	1.1	12.3	4.5	-0.9	14.3	-0.4

Assay outcomes as filed in PubChem BioAssay.
